TDP43 rescue = inhibitors of TDP-43 toxicity in yeast; 410,000 tested, 1.8% active; TDP-43 expressing yeast growth rescue, BacTiter-Glo, 24 h; Potency, µM (titrated, usually from 46.1 µM), without a hit: at the top dose growth rescue (activation), most hits filed as activators; AID 652104; further: potency means the concentration at half of the fitted maximal effect; % of control where 0% means no effect; nearly all actives have a fitted effect of over 50% in size
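Readout is BacTiter-Glo luminescence of cell growth, so inhibitors register as activators. TDP-43-expressing yeast at OD600=0.02 in galactose medium, after raffinose pregrowth to mid-log, were incubated with compound for 24 hr at 30 deg C.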
Mm-Cpn inhibitor = M. maripaludis TRiC chaperonin inhibition; purified Mm-Cpn ATPase, ADP Transcreener TR-FRET; Potency, µM (highest dose often 76.9 µM), for inactives: top-dose activity, negative = inhibition, actives largely listed as inhibitors; 330,000 tested, 0.031% active; further: potency means the concentration at half of the fitted maximal effect; on the % scale 0 is the no-effect control and ±100 the full control effect; nearly all actives have a fitted effect of over 80% in size
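Compound-treated chaperonin, 25 nM final, turns over 10 uM ATP at 37°C for 30 min following a 10 min preincubation; ADP generated competes with ADP-d2 for Eu-cryptate antibody, lowering FRET.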
Akt phos inh = Akt phosphorylation inhibition; activity change, % for hits at 50 µM; Neuro2A IGF-stimulated pAkt S473 HTRF, 20 min; hits give low values; 360,000 tested, 0.32% active; in the data active means activity change below about -80%; inconclusive means mostly about -51% to -80%; further: on the % scale 0 is the no-effect control and ±100 the full control effect
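Neuro2A cells in DMEM with 0.5% FBS, overnight at 37 deg C, given compound at single 50 µM final, then IGF (6 nM final) for 20 min at 37 deg C. Lysed; phospho-Akt Ser473 by HTRF after 24 h, 665/615 ratio.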
Abeta yeast res = restores growth of yeast expressing A-beta42 peptide | 410,000 tested, 0.063% active | yeast expressing A-beta42, growth rescue, OD600, 48 h; response scale: 0% DMSO, 100% iron-clioquinol control | AID 1347071 | Potency, µM (doses to about 46.1 µM), for inactives: at the top dose growth rescue, actives largely listed as activators; further: potency means the concentration at half of the fitted maximal effect; nearly all actives have a fitted effect of over 55% in size
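Yeast A-beta toxicity model in growth medium with pinned compounds, 48 h at 30 C; growth read as absorbance at 600 nm. Normalized to FeCl3/clioquinol equimolar mix (positive) and DMSO (negative).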
GLP1R inv ag = inverse agonists of human GLP-1 receptor; P43220; HEK293 GLP-1R CRE-luciferase, luminescence, 24 h; GLP-1R form is constitutively active; Potency, µM (highest dose often 38.3 µM), for the others: at the top dose activity change, negative = inhibition, hits mostly inhibitors; 410,000 tested, 1.6% active; AID 624417; further: potency means the concentration at half of the fitted maximal effect; on the % scale 0 is the no-effect control and ±100 the full control effect; nearly all actives have a fitted effect of over 55% in size
Target sequence (P43220 whole entry, looked up): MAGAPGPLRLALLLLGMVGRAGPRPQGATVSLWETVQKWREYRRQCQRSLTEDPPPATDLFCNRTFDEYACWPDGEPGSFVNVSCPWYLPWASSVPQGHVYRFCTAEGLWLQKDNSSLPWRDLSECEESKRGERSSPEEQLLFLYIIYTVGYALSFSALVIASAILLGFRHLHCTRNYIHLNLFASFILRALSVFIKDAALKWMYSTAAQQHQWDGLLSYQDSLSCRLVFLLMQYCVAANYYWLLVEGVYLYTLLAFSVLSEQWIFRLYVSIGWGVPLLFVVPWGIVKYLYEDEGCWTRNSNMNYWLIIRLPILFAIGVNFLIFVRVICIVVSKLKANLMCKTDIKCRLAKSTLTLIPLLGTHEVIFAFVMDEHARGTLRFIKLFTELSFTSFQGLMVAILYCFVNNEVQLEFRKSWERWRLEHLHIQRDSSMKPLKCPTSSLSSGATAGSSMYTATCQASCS
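qHTS in 1536-well format: reporter HEK293 cells expressing constitutive GLP-1R activity in DMEM + 10% Nu serum, 24 hr with compounds at 37 deg C, luminescence read after 12 min with detection reagent.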
FUS yeast rescue = rescues growth of FUS-expressing yeast; 390,000 tested, 0.24% active; S. cerevisiae FUS-expressing, growth rescue, OD600, 24 h; Potency, µM (doses to about 76.6 µM), inactives show top-dose growth rescue (activation), hits mostly activators; AID 1347120;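 further: potency means the concentration at half of the fitted maximal effect; plate controls were DMSO vehicle for no effect and reference control for full effect; nearly all actives have a fitted effect of over 55% in size; some results filed as inactive show a strong effect at the top dose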
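Toxicity suppression screen in FUS-yeast. Cells induced with 2% galactose, starting OD 0.005, treated 24hr at 30C with compounds at multiple final concentrations; growth by OD600.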
aSyn yeast inh = inhibitors of alpha-synuclein toxicity in yeast. Yeast expressing alpha-synuclein, growth rescue, BacTiter-Glo, 24 h. Potency, µM (top dose mostly 46.1 µM), for the others: at the highest dose growth rescue (activation), hits mostly activators. 370,000 tested, 0.14% active; further: potency means the concentration at half of the fitted maximal effect; % of control where 0% means no effect; nearly all actives have a fitted effect of over 65% in size
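Screening used galactose-induced yeast with toxic alpha-synuclein levels, exposed to compound for 24 hr at 30 deg C. Cell growth, read with BacTiter-Glo luminescence, gave the measured signal.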
GLP1R cytotox = cytotoxicity counter-screen for GLP-1 receptor inverse agonists; HEK293 cAMP-luciferase reporter cells, luminescence, 24 h; Potency, µM (doses to about 38.3 µM), inactives show at the top dose activity change, negative = inhibition, actives largely listed as inhibitors; 410,000 tested, 0.13% active; AID 624418;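 further: loss of luciferase light is scored as toxicity; potency means the concentration at half of the fitted maximal effect; on the % scale 0 is the no-effect control and ±100 the full control effect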
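1536-well qHTS counterscreen of the MLSMR; 200 cells/uL, 12 h pre-incubation, 23 nL cpd, 24 h at 37 deg C 5% CO2, luciferase detection reagent, 12 min RT, luminescence. Inhibition = undesired.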
PTHR1 ag = PTHR1 (human) receptor agonism; Q03431; HEK293 GP2 PTHR1 cells, GloSensor cAMP luminescence, 1 h; Potency, µM (titrated, usually from 115 µM), inactives show top-dose activation, hits mostly activators; 410,000 tested, 0.075% active; further: potency means the concentration at half of the fitted maximal effect; nearly all actives have a fitted effect of over 55% in size; some results filed as inactive show a strong effect at the top dose; inactives centre near -15; many of its hits are not listed in these tables
Target sequence (Q03431 whole entry, looked up): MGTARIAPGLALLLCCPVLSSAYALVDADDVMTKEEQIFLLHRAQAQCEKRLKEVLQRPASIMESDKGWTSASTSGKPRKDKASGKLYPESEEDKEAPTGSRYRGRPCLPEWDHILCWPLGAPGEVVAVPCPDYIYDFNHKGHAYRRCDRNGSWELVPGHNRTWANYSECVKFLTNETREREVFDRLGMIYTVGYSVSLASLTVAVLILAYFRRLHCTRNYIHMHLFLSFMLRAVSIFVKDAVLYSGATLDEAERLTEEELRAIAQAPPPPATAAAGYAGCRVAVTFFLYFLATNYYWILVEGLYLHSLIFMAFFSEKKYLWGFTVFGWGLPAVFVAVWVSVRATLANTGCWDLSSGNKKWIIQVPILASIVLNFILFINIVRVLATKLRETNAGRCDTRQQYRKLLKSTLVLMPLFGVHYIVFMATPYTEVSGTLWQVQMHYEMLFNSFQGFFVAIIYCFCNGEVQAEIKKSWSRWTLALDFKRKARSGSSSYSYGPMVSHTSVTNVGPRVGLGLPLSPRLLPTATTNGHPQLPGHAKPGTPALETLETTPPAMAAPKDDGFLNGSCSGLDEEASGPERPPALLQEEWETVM
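HEK-293-derived GP2 cells expressing PTHR1 and a GloSensor cAMP reporter, 3,000/well, plated overnight, given luciferin plus IBMX (each 0.5 mM as added) for 1 h at 37 °C, then compound for 1 h at 37 °C. Luminescence was read after 15 min at room temperature.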
The depositor's hits bear a star; i = inactive; ? = inconclusive; . = no result given; & = joins results of further samples; [ ] = remark or other dose. Unless noted, the call rests on the fitted dose curve; in most records, active means well fitted curve in the direction sought with a large enough effect; inconclusive means small, poorly fitted or top-dose-only effect, or another doubt; inactive means no such curve, though single readings can be large; an effect the other way counts as inactive or inconclusive. Some of the compounds tested; count on the stated rates, not on these rows.

Results follow in this order: TDP43 rescue	Mm-Cpn inhibitor	Akt phos inh	Abeta yeast res	GLP1R inv ag	FUS yeast rescue	aSyn yeast inh	GLP1R cytotox	PTHR1 ag
1. Clc1cccc(CN2CCC(Cc3ccccc3)CC2)c1
→ -15.8%	0.5%	i	-9.8%	-28.9%	11.6%	0.0%	-12.8%	i
2. O=C(CN(C(=O)c1csnn1)c1cccc(F)c1)NC1CCCC1
→ -16.2%	1.5%	i	-11.2%	6.2%	18.8%	-4.2%	?	39.6%
3. CC1(C(=O)NS(=O)(=O)C2CC2)CCN(C(=O)c2cc(F)cc(F)c2)C1 (stereo not drawn)
→ ?	.	i	-1.0%	10.5%	-19.2%	-0.7%	2.9%	i
4. CCC1=C2CC[C@H]3C(=O)N(CC)C(=O)[C@H]3[C@H]2[C@@]2(Cc3ccccc3)C(=NCc3ccccc3)OC(=O)N2C1=O
→ -15.2%	-0.6%	i	-12.2%	18.0%	43.4%	0.3%	3.2%	19.5%
5. COc1ccc2cc(C=NS(=O)(=O)c3ccc(C)cc3)n(C)c2c1
→ 0.1%	-2.1%	i	1.1%	?	0.3%	1.4%	1.3%	1.7%
6. CCCCN1C(=O)C(CC(=O)NCCCN(C)C)CC(C(=O)N2CCOCC2)=C1C (stereo not drawn)
→ 2.4%	.	i	-7.8%	24.7%	-2.0%	1.4%	2.7%	-8.2%
7. CC(CN1CCOCC1)OC(=O)C(c1ccccc1)c1ccccc1 (stereo not drawn)
→ -10.6%	-1.3%	i	17.0%	?	2.7%	4.5%	0.1%	i
8. O=C(Nc1ccccc1N1CCOCC1)C1CCN(S(=O)(=O)c2ccc(F)cc2)CC1
→ 5.6%	0.9%	i	-5.1%	22.9%	.	-6.4%	-4.7%	-69.0%
9. COc1cc2c3c(c1)/C(=C1/SC(NC(C)=O)=NC1=O)C(=O)N3C(C)(C)C=C2C
→ 9.0%	-1.0%	i	2.3%	16.3%	15.2%	12.4%	-10.4%	-3.9%
10. COc1ccccc1Cn1c(=S)[nH]c2cc(C(=O)NC(C)C)ccc2c1=O
→ 4.5%	-1.0%	i	6.7%	-29.8%	0.5%	-2.3%	4.0%	i
11. O=C(NCc1ccc2c(c1)CCO2)Nc1ccccc1
→ -6.2%	0.1%	i	-11.0%	-0.6%	12.3%	-0.9%	-1.7%	i
12. O=C1OCCN1C(=O)[C@H]1[C@H](c2ccc(Cl)cc2)C(c2cccc(Cl)c2)=NN1c1ccc(Br)cc1
→ 0.1%	-28.4%	i	1.1%	7.94µM*	13.3%	4.3%	438.2%[activator]	-12.3%
13. COc1ccc2[nH]c3c(c2c1)CCN1C(=O)C(CC(=O)NCCCn2ccnc2)C[C@H](C(=O)N2CCOCC2)[C@@]31CCC1CCCC1 (stereo partly drawn)
→ -9.7%	-1.9%	i	-9.7%	12.6%	12.3%	0.0%	26.0%	-2.5%
14. CCN(CC(=O)Nc1ccc(NC(C)=O)cc1)C(=O)c1sc2nc3n(c(=O)c2c1C)CCC3
→ 16.5%	-2.0%	i	0.9%	2.6%	-1.0%	-4.1%	-16.1%	i
15. CCn1c(SCC(=O)NC2CC2)nnc1-c1ccc(F)cc1
→ 10.9%	-0.2%	i	-2.9%	4.4%	-11.5%	1.0%	3.2%	i
16. Cc1cc(C(=O)NCc2ccco2)no1
→ -20.5%	-1.2%	i	3.8%	7.3%	17.3%	-6.8%	1.4%	-9.8%[57.5 µM]
17. O=C(O)CCNS(=O)(=O)c1cccc2nsnc12
→ 18.2%	-4.4%	i	-12.7%	3.3%	-10.1%	0.4%	0.0%	-21.7%
18. O=C(O)CC1S/C(=N\N=C2\C(=O)Nc3ccccc32)N(c2ccc(O)cc2)C1=O (stereo not drawn)
→ 7.6%	-0.2%	i	-2.8%	124.5%[activator]	13.8%	2.4%	0.9%	i
19. O=C(CN(Cc1ccccc1)C(=O)c1csnn1)NCc1ccc2c(c1)OCO2
→ -13.4%	1.6%	i	-4.0%	8.7%	14.9%	-1.3%	-3.8%	i
20. O=C(Oc1nsnc1N1CCOCC1)N1CCOCC1
→ -15.0%	-2.3%	i	-14.8%	-7.8%	-12.2%	-4.3%	2.8%	-10.6%[57.5 µM]
21. CSc1ccccc1NC(=O)C1=COCCO1
→ 13.8%	0.9%	i	1.1%	21.8%	31.3%	-4.6%	1.0%	?
22. CN1CCN(c2ccc(NC(=O)c3cc([N+](=O)[O-])ccc3N3CCOCC3)cc2)CC1
→ 6.7%	-10.7%	i	4.7%	30.3%[activator]	.	0.5%	-6.3%	2.2%
23. O=C(Nc1cc(-c2nc3ccccc3o2)ccc1Cl)c1sc2c([N+](=O)[O-])cccc2c1Cl
→ -5.3%	.	.	-12.0%	8.4%	-15.2%	.	-3.9%	7.6%
24. COc1cccc(NC2=CC(c3ccc(C(C)C)cc3)N(c3cccc(OC)c3)C2=O)c1 (stereo not drawn)
→ 24.8%	.	.	-6.3%	?	32.6%	.	12.3%	i
25. COc1ccc2c(c1OC)C(=O)N(c1ccc(C)cc1)C2
→ -11.9%	-0.8%	i	-31.6%	?	-12.0%	0.4%	-6.1%	-22.7%
26. O=C(OC(C(=O)Nc1ccc(Cl)cc1C(F)(F)F)c1ccccc1)C1=COCCO1 (stereo not drawn)
→ 9.2%	-3.1%	i	17.0%	-1.9%	14.7%	-3.3%	-5.3%	-22.2%
27. Cc1ccc2c(=O)cc(C(=O)Nc3ccc(S(=O)(=O)Nc4onc(C)c4C)cc3)oc2c1
→ 16.3%&2.9%	-0.1%	i	-3.9%&-4.7%	3.3%&3.5%	3.6%&7.0%	2.5%	-10.4%&1.4%	-22.7%
28. COc1ccc(NS(=O)(=O)c2cccc(C(=O)NCC3(N4CCCCC4)CCCCC3)c2)cc1
→ -7.2%	1.6%	i	-1.2%	16.5%	17.8%	4.1%	25.3%	i
29. N#C/C(=C/c1ccc(-c2ccc(S(N)(=O)=O)cc2)o1)C(=O)Nc1ccccc1
→ 17.0%	-0.8%	i	-2.4%	0.1%	16.1%	0.6%	16.8%	i
30. NC(=O)NOCc1c(Cl)cccc1Cl
→ -1.6%	2.4%	i	9.5%	21.0%	-13.5%	-0.7%	-19.0%	-7.5%

Two compounds from above with just Abeta yeast res and GLP1R inv ag.
item | Molecule | Abeta yeast res | GLP1R inv ag
22 | CN1CCN(c2ccc(NC(=O)c3cc([N+](=O)[O-])ccc3N3CCOCC3)cc2)CC1 | 4.7% | 30.3%[activator]
23 | O=C(Nc1cc(-c2nc3ccccc3o2)ccc1Cl)c1sc2c([N+](=O)[O-])cccc2c1Cl | -12.0% | 8.4%

Next part:
Results follow in this order: TDP43 rescue	Mm-Cpn inhibitor	Akt phos inh	Abeta yeast res	GLP1R inv ag	FUS yeast rescue	aSyn yeast inh	GLP1R cytotox	PTHR1 ag
31. CC(=O)c1ccc(NC(=O)Cn2cnc3nc4c(cc3c2=O)CC(C)CC4)cc1 (stereo not drawn)
→ 3.5%	.	.	-20.6%	3.3%	-8.9%	.	9.6%	-33.6%
32. CCOC(=O)c1ccc(NNC(=O)CC)c([N+](=O)[O-])c1
→ 6.3%	-0.3%	i	-3.7%	6.8%	-27.3%	-10.5%	-8.0%	-7.1%
33. CCCOc1ccc(C2c3c(oc4ccccc4c3=O)C(=O)N2c2ccc(C)cn2)cc1OCC (stereo not drawn)
→ 16.8%	.	.	-4.7%	6.7%	-22.6%	.	3.8%	i
34. O=c1[nH]cnc2cc(-c3ccc(Br)cc3)sc12
→ ?	-0.7%	i	-23.0%	49.2%[activator]	-2.1%	-0.4%	14.0%	i
35. COC(=O)c1cc(NC(=O)c2sc3ncn(Cc4cccc(F)c4)c(=O)c3c2C)cc(C(=O)OC)c1
→ ?	.	.	-2.1%	5.7%	-21.5%	.	5.3%	i
36. CC(=O)c1ccc(N2CCN(c3ncnc4onc(-c5ccc(Cl)cc5)c34)CC2)cc1
→ ?	.	.	-2.4%	?	?	.	-4.0%	-9.5%
37. COc1ccc(N2CC(C(=O)Nc3nc4ccc(S(C)(=O)=O)cc4s3)CC2=O)cc1 (stereo not drawn)
→ -22.4%	5.2%	i	-4.0%	4.9%	40.6%	-3.5%	-5.9%	i
38. COc1ccc(C(C(=O)NCCC(C)C)N(CCO)C(=O)c2snc(C(N)=O)c2N)cc1 (stereo not drawn)
→ -1.1%	-2.7%	i	-8.8%	13.7%	12.0%	-0.8%	-0.8%	-21.0%
39. O=C(Nc1nc(-c2ccccn2)cs1)c1ccc2c(c1)OCCO2
→ ?	-3.9%	i	12.6µM*	?	-24.6%	?	-14.4%	-7.9%
40. c1cnc(-c2nnc3n2CCCCC3)cn1
→ 0.0%	-1.4%	i	6.5%	-1.6%	-4.4%	0.1%	-2.1%	-9.7%[57.5 µM]
41. COc1cccc(C(=O)Nc2ccc(S(=O)(=O)Nc3onc(C)c3C)cc2)c1
→ 0.1%	2.3%	i	13.0%	4.0%	22.2%	-1.3%	-14.5%	i
42. Cc1ccccc1/C=N/NC(=O)Cn1cnc([N+](=O)[O-])n1
→ -6.5%	-0.7%	i	-8.0%	17.1%	4.7%	-9.4%	-13.6%	i
43. Cc1c(NS(=O)(=O)c2ccc(NCC3CCCO3)c([N+](=O)[O-])c2)c(=O)n(-c2ccccc2)n1C (stereo not drawn)
→ -1.1%	1.1%	i	.	-15.0%	10.6%	-3.3%	-27.9%	i
44. COc1ccc(NC(=O)Cc2c[nH]c3ccccc23)cc1S(=O)(=O)N1CCOCC1
→ .	?	i	0.3%	-0.7%	41.9%	-0.6%	-10.2%	i
45. COCCC(=O)N1CCC(Oc2ccc(C(=O)NCCCC3CCCC3)cc2)CC1
→ -22.3%	-2.1%	i	-5.1%	?	.	8.6%	13.7%	i
